# Screens deposited in PubChem by National Center for Advancing Translational Sciences (NCATS).
# ASM inhibitor – blocks human secretory acid sphingomyelinase | Potency, µM (highest dose often 57.5 µM), for inactives: at the highest dose activity change, negative = inhibition, most hits filed as inhibitors | P17405 | placental ASM, HMU-PC fluorogenic substrate, 60 min | actives 0.006% (n = 340,000); further: potency means the concentration at half of the fitted maximal effect
#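 Human placenta-derived ASM preincubated with compound 10 min at room temperature, then reacted with 9 uM (final) fluorogenic HMU-PC substrate for 60 min at 37 C. Stop solution raises pH to 10; fluorescence read at Ex 386/Em 447 nm.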
# PTAP TSG101 blk – blocks PTAP/TSG101 interaction to inhibit HIV-1 budding; Q99816; Fluorescence polarization, FITC-PTAP peptide / Tsg101 binding; Potency, µM (titrated, usually from 115 µM), for inactives: top-dose activity change, negative = inhibition, most hits filed as inhibitors; 340,000 tested, under 10 active; AID 493005; active means well fitted inhibition curve with a large enough effect in the main read-out, with a control signal flat, not every such curve was filed as active; inconclusive means small, poorly fitted or top-dose-only effect, or effect the other way, or a change in a side signal; inactive means no such curve, though single readings can be large or run the other way; further: potency means the concentration at half of the fitted maximal effect; % of control where 0% means no effect
# Target sequence (Q99816 whole entry, looked up): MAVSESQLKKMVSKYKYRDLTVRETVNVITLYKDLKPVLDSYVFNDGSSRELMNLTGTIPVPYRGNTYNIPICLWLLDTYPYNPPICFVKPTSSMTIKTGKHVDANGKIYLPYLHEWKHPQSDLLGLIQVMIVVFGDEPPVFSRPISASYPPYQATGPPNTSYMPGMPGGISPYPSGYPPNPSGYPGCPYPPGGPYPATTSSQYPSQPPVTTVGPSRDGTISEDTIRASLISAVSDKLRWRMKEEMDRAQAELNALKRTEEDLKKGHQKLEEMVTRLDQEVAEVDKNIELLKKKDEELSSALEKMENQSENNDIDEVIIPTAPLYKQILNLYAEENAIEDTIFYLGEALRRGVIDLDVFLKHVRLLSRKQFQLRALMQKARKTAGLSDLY
#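 Steps: Tsg101 binding domain dispensed (10 uM final), compounds pinned in DMSO, FITC-labeled PTAP-motif peptide added (50 nM final); after 20 min binding at room temperature, polarization measured.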
# CXXC DNA block – inhibitors of human MLL CXXC domain-DNA interaction | Potency, µM (series often up to 115 µM), inactives show at the highest dose activity change, negative = inhibition, actives largely listed as inhibitors | actives 0.037% (n = 290,000) | MLL-CXXC / FITC-HOXA9 DNA fluorescence polarization | Q03164; active means well fitted inhibition curve with a large enough effect in the polarisation, with a control signal flat, not every such curve was filed as active; inconclusive means small, poorly fitted or top-dose-only effect, or effect the other way, or a change in a side signal; inactive means no such curve, though single readings can be large or run the other way; the % refers to the polarisation; further: potency means the concentration at half of the fitted maximal effect
#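 Purified MLL-CXXC (added from a 7 uM solution) was preincubated 5 min at ambient with pinned compounds in 50 mM Tris-HCl pH 7.5, 50 mM NaCl, 1 mM DTT, 0.05% BSA. Fluorescein-labeled HOX-A9 DNA (50 nM solution) followed, 30 min, then polarization read.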
# TCR act – activators of T cell receptors. 330,000 tested, under 10 active. primary human leukocytes, anti-CD3, IL-2 HTRF, 48 h. Potency, µM (top dose mostly 9.22 µM), inactives show at the top dose activation of IL-2 secretion, hits mostly activators. AID 504894; further: % of control where 0% means no effect
#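 Using a-CD3 beads without co-stimulation, primary human leukocytes were exposed to compounds for 48 hr. An HTRF IL-2 kit measured the cytokine, with europium-to-d2 energy transfer producing emission at 665nm upon 320nm excitation.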
# AT treatment – potential ataxia-telangiectasia treatments restoring KAP-1 phosphorylation | […] A-T fibroblasts, KAP-1 phosphorylation AlphaLISA; neocarzinostatin DNA damage 30 min before lysis | Potency, µM (series often up to 57.5 µM), inactives show top-dose activation, actives largely listed as activators | actives 0.19% (n = 320,000); further: potency means the concentration at half of the fitted maximal effect; % of control where 0% means no effect; nearly all actives have a fitted effect of over 45% in size
#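 hTERT-immortalized A-T patient fibroblasts ([…]), 500 cells/well in OPTI-MEM, 1% FBS, got compounds for 60 min, then NCS for 30 min at 37C. Lysates were then assayed for phospho-KAP-1 by AlphaLISA (anti-pKAP1 donor, anti-KAP1 acceptor beads), 6 hr at 25C.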
# Menin MLL FP TR – menin-MLL binding inhibition, Texas Red mutant peptide; actives 0.23% (n = 270,000); O00255; Potency, µM (titrated, usually from 61.6 µM), for inactives: at the highest dose FP activity change, negative = inhibition, most hits filed as inhibitors; Menin + Texas Red MLL mutant peptide, fluorescence polarization; active means well fitted inhibition curve with a large enough effect in the polarisation, with a control signal flat, not every such curve was filed as active; inconclusive means small, poorly fitted or top-dose-only effect, or effect the other way, or a change in a side signal; inactive means no such curve, though single readings can be large or run the other way; the % refers to the polarisation; further: potency means the concentration at half of the fitted maximal effect; % of control where 0% means no effect; many of its hits are not listed in these tables
# Target sequence (O00255 whole entry, looked up): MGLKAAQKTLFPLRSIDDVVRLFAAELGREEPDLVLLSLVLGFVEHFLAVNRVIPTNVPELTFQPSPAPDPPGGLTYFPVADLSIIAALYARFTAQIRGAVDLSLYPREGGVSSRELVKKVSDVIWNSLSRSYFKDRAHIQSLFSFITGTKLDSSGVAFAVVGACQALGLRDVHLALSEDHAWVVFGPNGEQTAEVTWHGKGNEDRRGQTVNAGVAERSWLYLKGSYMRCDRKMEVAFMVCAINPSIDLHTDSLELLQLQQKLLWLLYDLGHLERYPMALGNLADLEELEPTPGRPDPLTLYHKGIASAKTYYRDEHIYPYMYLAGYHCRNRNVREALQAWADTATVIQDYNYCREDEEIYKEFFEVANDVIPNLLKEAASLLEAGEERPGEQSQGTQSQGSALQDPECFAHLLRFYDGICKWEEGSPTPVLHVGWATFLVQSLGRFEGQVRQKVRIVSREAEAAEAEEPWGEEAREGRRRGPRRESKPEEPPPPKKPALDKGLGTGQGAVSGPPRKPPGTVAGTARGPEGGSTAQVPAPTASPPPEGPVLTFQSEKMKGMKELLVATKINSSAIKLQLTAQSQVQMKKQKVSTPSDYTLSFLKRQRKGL
# Integrin act MD – integrin-mediated muscular dystrophy alleviation activation | alpha7betagal myoblasts, beta-gal FDG fluorescence, 48 h | Potency, µM (titrated, usually from 38.3 µM), inactives show at the top dose activation, hits mostly activators | actives 0.064% (n = 350,000);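 further: potency means the concentration at half of the fitted maximal effect; 100% = response of the positive control SU9516; nearly all actives have a fitted effect of over 60% in size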
#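 Alpha7betagal+/- myoblasts (passage 13) were plated 16-24 hr, then exposed to compounds (1:260 dilution of DMSO stock) for 48 hours at 37C. After MPER lysis, β-galactosidase reporter activity was read as FDG fluorescence (ex 480/em 540) after 30 minutes.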
# MBNL1 CUG block – inhibitors of human MBNL1 binding to CUG repeat RNA | Potency, µM (titrated, usually from 57.5 µM), for inactives: top-dose activity change, negative = inhibition, most hits filed as inhibitors | TR-FRET MBNL1-His/biotin-(CUG)12 binding, 665/545 ratio | Q9NR56 | actives 0.036% (n = 280,000); active means well fitted inhibition curve with a large enough effect in the signal ratio, with a control signal flat, not every such curve was filed as active; inconclusive means small, poorly fitted or top-dose-only effect, or effect the other way, or a change in a side signal; inactive means no such curve, though single readings can be large or run the other way; the % refers to the signal ratio; further: potency means the concentration at half of the fitted maximal effect; on the % scale 0 is the no-effect control and ±100 the full control effect
#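 Inhibition of protein-RNA binding appears as loss of TR-FRET between terbium anti-His antibody on MBNL1-His and streptavidin-XL665 on biotin-(CUG)12. Activity is normalized to buffer-only and uninhibited-complex controls.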
# Mito fusion act – mitochondrial division inhibition or fusion activation. S. cerevisiae fusion-defective mutant growth rescue, CellTiterGlo 48 h. Potency, µM (titrated, usually from 46.1 µM), inactives show at the highest dose growth rescue (activation), most hits filed as activators. actives 0.23% (n = 320,000). AID 485298;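 further: potency means the concentration at half of the fitted maximal effect; % of control where 0% means no effect; nearly all actives have a fitted effect of over 45% in size; temperature-sensitive fusion mutants such as fzo1-1 at 37 °C on non-fermentable ethanol glycerol medium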
#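 Yeast fusion mutant, YPEG (non-fermentable carbon), compound, 48 h at 37C non-permissive; CellTiterGlo added, 10 min RT, luminescence read. Rescued growth = division inhibition.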
# TSHR antag – blocks TSH signaling through the human TSH receptor; P16473; TSHR-expressing cells, TSH-stimulated cAMP HTRF, 2 h; hits give low values; activity change, negative = inhibition, % at 11.5 µM; actives 0.2% (n = 330,000);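 active means activity change below a set negative limit, meaning inhibition stronger than a set level, cut at about -70% in these data; inconclusive means activity change between two set negative limits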; further: on the % scale 0 is the no-effect control and ±100 the full control effect
#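 Cell-based HTRF cAMP assay; TSHR cells + compound, TSH EC80 (4nM final), 2 h, 37 deg C. Lysis with anti-cAMP cryptate and cAMP-d2, 30 min RT, read 665/620 nm.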
# * marks the source's active call; other numbers are inactive results; u = inconclusive; x = no result given; [ ] = another dose, or the depositor's remark. Unless noted, the call rests on the fitted dose curve; in most records, active means well fitted curve in the direction sought with a large enough effect; inconclusive means small, poorly fitted or top-dose-only effect, or another doubt; inactive means no such curve, though single readings can be large; an effect the other way counts as inactive or inconclusive. The list is partial; the hit share may differ from the screen's.
molecule	TCR act	Integrin act MD	TSHR antag	PTAP TSG101 blk	ASM inhibitor	AT treatment	CXXC DNA block	Menin MLL FP TR	MBNL1 CUG block	Mito fusion act
Clc1ccccc1-c1nn2c(-c3ccccn3)nnc2s1	-7%	13%	-5	-8%	1%	4%	-4%	-6%	-2%	-2%
O=C(Nc1ccccc1-c1nnn(CC(=O)N2CCCc3ccccc32)n1)c1ccco1	-2%	-22%	-4	0%	-11%	19%	-6%	8%	44%[activator]	-11%
COc1ccccc1C=NN=C1c2ccccc2-c2ccccc21	0%	21%	x	-1%	-17%	x	x	x	x	x
O=[N+]([O-])c1c(Nc2ccccc2)ccc2nonc12	7%	2%	5	-8%	-6%	-2%	6%	-17%	u	-3%
COC(=O)c1cc(S(=O)(=O)N2CCOCC2)c(Cl)cc1N1CCOCC1	5%	-3%	8	-5%	1%	0%	-8%	x	-1%	-3%
O=C(CCc1c[nH]c2ccccc12)NC1CC1	-1%	-9%	3	2%	1%	-2%	-6%	x	5%	0%
C=CCc1cc(C=O)cc(OC)c1OCc1c(Cl)cccc1Cl	3%	10%	-1	-3%	-1%	33%	-1%	23%	-6%	3%
Nc1cc(Cl)ccc1N1CCCCCC1	-2%	-57%[inhibitor]	23	-1%	-2%	4%	31%	-19%	-3%	1%
O=C(CNC(=O)c1ccco1)Nc1ccc(S(=O)(=O)N2CCCC2)cc1	4%	19%	4	-5%	1%	x	2%	2%	-10%	2%
O=C1Nc2c(Br)cc(Br)cc2C1(O)N1CCOCC1 (stereo not drawn)	5%	-17%	-3	-10%	-6%	2%	-5%	-10%	u	2%
C[N+]1(CC(O)COc2ccccc2)CCN(C(=O)c2ccc([N+](=O)[O-])cc2)CC1 (stereo not drawn)	-2%	17%	2	-1%	-2%	5%	8%	-11%	x	-2%
CC1CCN(S(=O)(=O)c2cn(CC(=O)N3CCN(c4cccc(C(F)(F)F)c4)CC3)cn2)CC1	5%	-25%	0	-9%	-6%	9%	-3%	x	-2%	-2%
CCOC(=O)C1=C(O)C(=O)N(c2ccc(S(N)(=O)=O)cc2)C1c1ccc(OC)cc1 (stereo not drawn)	x	-18%[7.66 µM]	-3	-7%	4%	-2%	6%	-21%	5%	1%
CN1C(=O)/C(=C/c2ccc(OCc3ccccc3F)cc2)N(C)C1=S	2%	-5%	-12	-7%	16%	1%	1%	-1%	-3%	9%
CCc1sc(NC(=O)CN2CCOCC2)nc1-c1ccccc1	-1%	14%	-9	-8%	4%	3%	1%	-20%	1%	1%
CCOc1ccc(NC(=O)NCCN2C(C)CCCC2C)cc1 (stereo not drawn)	10%	-15%	0	-5%	1%	16%	0%	3%	-3%	-1%
CN(C)C(CNC(=S)Nc1ccccc1)c1cccnc1 (stereo not drawn)	3%[46.1 µM]	-10%	-3	0%	5%	-5%	9%	1%	-2%	-4%
COc1ccc(-c2nc(SCC(=O)NCc3ccco3)c(-c3ccccc3)[nH]2)cc1OC	-4%	4%	-3	1%	-6%	0%	13%	u	-12%	-1%
Cc1cc(C)cc(NC(=O)CSc2nnc(CNC(=O)c3ccco3)o2)c1	-8%	4%	31	-1%	1%	18%	5%	x	-4%	0%
O=S(=O)(c1ccccc1)N1N=C(c2ccc(Br)cc2)CC1c1ccco1 (stereo not drawn)	-1%	-49%[inhibitor]	-10	4%	-5%	6%	u	21%	3%	13%
CCC(Cc1ccccc1)NC(=O)Cn1ncc2ccsc2c1=O (stereo not drawn)	5%	28%	11	-5%	0%	3%	-5%	-17%	-4%	-6%
CC(C)N(Cc1ccccc1)C(=O)/C=C/c1ccccc1[N+](=O)[O-]	-14%	8%	4	1%	-7%	-1%	-12%	-20%	u	23%
C=CCNc1ncnc2c1cnn2-c1ccc(Cl)cc1	-2%[46.1 µM]	9%	-24	0%	0%	8%	0%	14%	2%	0%
CCOP(=O)(c1ccccc1)C1(C#N)CCCC1 (stereo not drawn)	4%	9%	2	-3%	5%	5%	1%	13%	-15%	-3%
CCN(C(=O)c1c(-c2ccccc2)noc1C)c1ccccc1	-3%	6%	16	-1%	-5%	4%	-4%	16%	2%	4%
COc1ccc(N=c2scc(-c3ccc(S(=O)(=O)N4CCOCC4)cc3)n2CCCO)cc1	u	x	-24	x	x	-2%	1%	-6%	u	10%
CCOC(=O)c1c(C)[nH]c(C(=O)OCC(=O)Nc2cc(C)ccc2OC)c1C	-16%	21%	0	1%	-2%	x	23%	23%	1%	0%
O=C(NCC1CCOCC1)c1ccc(OC2CCN(Cc3ccccn3)CC2)cc1	3%	-13%	-9	-1%	11%	1%[11.5 µM]	10%	-8%	2%	-6%
CCOC(=O)C(=O)N/N=C/c1ccco1	5%	3%	10	-7%	-1%	-8%	-12%	x	4%	-4%
CC(C)CC(c1nnnn1Cc1ccc2c(c1)OCO2)N1CCC(C(N)=O)CC1 (stereo not drawn)	-1%	1%	-2	-3%	3%	1%	-6%	-12%	0%	-2%
CCOCCCNCc1cc(Br)ccc1OCc1ccccc1	2%[46.1 µM]	-6%	12	1%	1%	6%	-8%	-2%	-12%	-9%
Clc1cc(Cl)c2nc(N3CCCC3)sc2c1	8%	-6%	x	-5%	-7%	x	x	x	x	x
COc1ccc(NC(=O)c2ccc(Cl)nc2)cc1S(=O)(=O)N1CCOCC1	x	-21%	2	-5%	3%	8%	x	x	x	-2%
COc1cc(/C=C2\SC(=S)N(CCC(=O)N3CCCCC3)C2=O)cc(OC)c1OC	5%	-17%	-25	-6%	u	-15%	4%	-11%	17%	-1%
CCN(CC)CCCn1c2c(c(SCC(=O)N3CCCc4ccccc43)nc1=O)CCC2	3%	-10%	13	1%	-3%	-16%	x	x	x	-6%
CCOc1ccc(CCNC(=O)COC(=O)c2cc(OC)c(OC)c(OC)c2)cc1OCC	x	x	2	x	x	1%	37%[activator]	-2%	-4%	0%
Fc1ccc(-n2cnnn2)c(F)c1	-1%	3%	-1	-3%	-2%	4%	-3%	1%	-5%	-1%
COC(=O)c1cc(S(=O)(=O)Nc2cccc(S(N)(=O)=O)c2)oc1C	3%	u	11	-3%	-1%	1%	-7%	x	-13%	3%
COc1cccc(CC(=O)N2CCCC(CO)(Cc3ccc(F)cc3F)C2)c1 (stereo not drawn)	x	13%	-1	-3%	0%	2%	1%	-10%	0%	2%
CCN(c1ccc(NC(=O)COC(=O)/C=C/c2cccs2)cc1)C(C)C	2%	-8%	10	-1%	-2%	-35%	-12%	-3%	11%	-4%
O=C(c1ccc(-c2ccccc2)cc1)N1CCN(c2ccccc2)CC1	1%	-5%	-15	1%	-6%	1%	2%	u	-6%	0%
CC(C)C(C(=O)NCc1ccco1)N(Cc1ccco1)C(=O)CNS(=O)(=O)c1ccc(F)cc1 (stereo not drawn)	2%	-16%	17	1%	1%	-7%	6%	6%	-1%	6%
Cc1c([N+](=O)[O-])c([N+](=O)[O-])nn1CC(=O)N1CCCCC1	2%[46.1 µM]	-35%[inhibitor]	-8	0%	3%	-1%	1%	1%	u	-8%
Cc1ccc(-n2nnc3c(=O)n(CC(=O)N4CCCC4)cnc32)cc1	1%	8%	-4	-5%	-2%	-5%	0%	-1%	2%	4%
CCOC(=O)Cn1ncc2c3ccccc3n(CC(=O)OCC)c2c1=O	7%	-14%	7	0%	3%	-14%	9%	1%	0%	1%
Cc1c(N=C/C=C/c2ccccc2)c(=O)n(-c2ccccc2)n1C	x	-32%[7.66 µM]	-10	-3%	1%	3%	0%	0%	22%	-3%
CN1CCN(CC(=O)Nc2c(C#N)cnn2-c2ccccc2)CC1	5%	8%	3	-1%	2%	-2%	0%	x	-9%	-1%
CCCc1cc(=O)oc2c(C)c(OCC(=O)NCc3ccccn3)ccc12	3%	11%	-7	-3%	4%	8%	9%	3%	0%	-6%
COC(=O)c1cc(NC(=O)c2cccc(Cl)c2)c(=O)oc1/C=C/Nc1cc(C)cc(C)c1	x	x	-3	x	x	3%	u	u	9%	-1%
